RNase H inhibition: RNase H inhibition, HIV 1 Gag Pol polyprotein, FRET biochemical assay, screening (AID 372); 0.77% of 100,000 active; one-dose inhibition, % at 10 µM; IC50 in µM for titrated hits; HIV-1 RT RNase H, FRET RNA/DNA substrate fluorescence; higher % means a stronger effect; in the data active = inhibition above about 50%
Starred values were filed as active, the others as inactive. An excerpt, so the mix of outcomes need not match the whole.

SMILES | RNase H inhibition
CCCCN(CN1C(=O)C2CC=C(Cl)CC2C1=O)CN1C(=O)C2CC=C(Cl)CC2C1=O (stereo not given) | 5%
Clc1ccc(Nc2nc(Oc3ccccc3)nc(N3CCOCC3)n2)cc1 | 15%
CC1=C(C(=O)OCCOc2ccccc2)C(c2ccc(F)cc2)C2=C(CC(C)(C)CC2=O)N1 (stereo not given) | 7%
COc1cc(NC(=O)c2ccc(OCc3ccccc3)cc2)ccc1NC(=O)c1ccco1 | 45%
O=c1[nH]c(=O)n(-c2ccccc2)c(O)c1C=NCCO | 1%
O=C(NNC(=O)C1CCCO1)c1ccc(Cl)cc1 (stereo not given) | 9%
Cc1cccc(N=Cc2ccc([N+](=O)[O-])s2)c1 | 10%
COc1ccc(S(=O)(=O)NCCN2CCOCC2)cc1 | 1%
O=C(NC(=S)Nc1cccc([N+](=O)[O-])c1)c1ccc(-c2ccc(Cl)cc2)o1 | 0%
O=C1/C(=C/c2ccc([N+](=O)[O-])cc2)C=C(c2ccccc2)N1c1ccc(O)cc1 | 54%*
O=C1/C(=C/c2cc([N+](=O)[O-])ccc2O)SC(=S)N1Cc1ccco1 | 5%
CCOc1cc(C(=S)N2CCOCC2)cc(Br)c1OC(=O)c1ccc([N+](=O)[O-])cc1 | 13%
COc1ccc(NC(=O)c2cnn3c(C(F)(F)F)cc(-c4ccco4)nc23)cc1OC | 12%
O=C(Cc1cccc2ccccc12)Nc1ccc(F)cc1F | 2%
COc1cccc(NC(=O)C(=O)N/N=C/c2ccccc2[N+](=O)[O-])c1 | 0%
COc1ccc(Cl)cc1NC(=O)CN(c1cc(C)ccc1C)S(=O)(=O)c1ccccc1 | 9%
COc1cccc(C(=O)NCC(=O)N/N=C/c2ccc(C(=O)O)cc2)c1 | 3%
CN1C/C(=C\c2cccnc2)C(=O)/C(=C/c2cccnc2)C1 | 0%
CC(=O)Nc1cccc(NC(=O)c2ccc(F)cc2)c1 | 6%
COc1ccc(C(=O)c2ccc(Br)c([N+](=O)[O-])c2)cc1C | 9%
COc1ccc(C(=O)NC(=S)Nc2cccc(C)c2)cc1 | 7%
O=C(CCN1CCCCCC1)c1ccccc1 | 6%
COc1c(Cl)cc(C(=O)Nc2ccc(F)c([N+](=O)[O-])c2)cc1Cl | 8%
COc1cc2ccccc2cc1C(=O)Nc1cccc([N+](=O)[O-])c1 | 0%
COc1ccc(/C=C2\C=C(c3ccc(Cl)cc3)OC2=O)c(OC)c1 | 11%

Compounds above that have an aryl methoxy group:
SMILES | RNase H inhibition
COc1cc(NC(=O)c2ccc(OCc3ccccc3)cc2)ccc1NC(=O)c1ccco1 | 45%
COc1ccc(S(=O)(=O)NCCN2CCOCC2)cc1 | 1%
COc1ccc(NC(=O)c2cnn3c(C(F)(F)F)cc(-c4ccco4)nc23)cc1OC | 12%
COc1cccc(NC(=O)C(=O)N/N=C/c2ccccc2[N+](=O)[O-])c1 | 0%
COc1ccc(Cl)cc1NC(=O)CN(c1cc(C)ccc1C)S(=O)(=O)c1ccccc1 | 9%
COc1cccc(C(=O)NCC(=O)N/N=C/c2ccc(C(=O)O)cc2)c1 | 3%
COc1ccc(C(=O)c2ccc(Br)c([N+](=O)[O-])c2)cc1C | 9%
COc1ccc(C(=O)NC(=S)Nc2cccc(C)c2)cc1 | 7%
COc1c(Cl)cc(C(=O)Nc2ccc(F)c([N+](=O)[O-])c2)cc1Cl | 8%
COc1cc2ccccc2cc1C(=O)Nc1cccc([N+](=O)[O-])c1 | 0%
COc1ccc(/C=C2\C=C(c3ccc(Cl)cc3)OC2=O)c(OC)c1 | 11%

Later entries
SMILES | RNase H inhibition
CC(=O)N/N=C/c1cccc(C(F)(F)F)c1 | 4%
Cc1cc(C)cc(OCC(=O)N2CCN(c3ccc([N+](=O)[O-])cc3)CC2)c1 | 11%
O=C(N/N=C/c1cccs1)c1cccc([N+](=O)[O-])c1 | 1%
O=C(Nc1ccc(I)cc1Cl)c1ccccc1Cl | 37%
CCc1ccc(NC(=O)CSCC(=O)Nc2ccccc2)cc1 | 1%
O=C(O)CCN1C(=O)c2ccc(Oc3ccc([N+](=O)[O-])cc3)cc2C1=O | 0%
O=C(CN(c1cccc(C(F)(F)F)c1)S(=O)(=O)c1ccccc1)N/N=C/c1ccc(OCc2ccc([N+](=O)[O-])cc2)cc1 | 12%
CCCCOC(=O)NC(Nc1ccc(S(=O)(=O)Nc2onc(C)c2C)cc1)(C(F)(F)F)C(F)(F)F | 9%
CCCCOc1ccc(C(=O)Nc2ccccc2OC)cc1 | 34%
Cc1nc2ccccc2c(=O)n1/N=C/c1cc([N+](=O)[O-])ccc1O | 5%
C/C(=N/Nc1ccccc1[N+](=O)[O-])C1CC1 | 20%
CCOc1ccc(C(=O)Nc2ccc3oc(-c4ccncc4)nc3c2)cc1Cl | 15%
O=C(/C=C/c1ccccc1Cl)Nc1ccccc1Cl | 8%
S=C(Nc1ccccc1)N1CCN(C(c2ccccc2)c2ccccc2)CC1 | 56%*
Nc1ccccc1N=Cc1c(O)n(-c2ccccc2)c(=S)n(-c2ccccc2)c1=O | 0%
C/C(=N/NC(=O)c1cccc(O)c1)C1CC1 | 0%
CCOC(=O)C1=C(C)N=c2s/c(=C/c3cc(Br)ccc3OC)c(=O)n2C1c1ccccc1 (stereo not given) | 20%
CC1=NOC(=O)/C1=C/c1ccc(OCc2ccc(F)cc2)cc1 | 13%
COc1ccc(NS(=O)(=O)c2cc(C(=O)c3ccc(Br)cc3)ccc2C)cc1 | 13%
CC1=C(C(=O)OC2CCCCC2)C(c2cccc(Cl)c2Cl)C2=C(CC(c3ccccc3)CC2=O)N1 (stereo not given) | 18%
CCOC(=O)C1=C(C)N=c2s/c(=C\c3ccc(-c4ccc(Br)cc4[N+](=O)[O-])o3)c(=O)n2C1c1ccccc1 (stereo not given) | 48%
CC1CCc2c(sc(NC(=O)CCC(=O)O)c2C(=O)Nc2ccc(Cl)cc2)C1 (stereo not given) | 9%
CCn1c(CNc2ccc(C(=O)O)cc2)nc2ccccc21 | 0%
CCCOc1ccc(C2C(C(=O)OC(C)CC)=C(C)NC3=C2C(=O)CC(c2ccc(Cl)cc2)C3)cc1OC (stereo not given) | 17%
O=C(CN1C(=O)C2C3C=CC(C4CC34)C2C1=O)OCC(=O)c1ccccc1 (stereo not given) | 13%
Next section.
SMILES | RNase H inhibition
CCCCOC(=O)c1ccc(NC(=O)c2ccccc2[N+](=O)[O-])cc1 | 19%
Nc1nnc(CC(=O)N/N=C/c2ccc(OCc3ccc([N+](=O)[O-])cc3)cc2)s1 | 23%
CCCN(CCO)Cc1cc(Br)ccc1OC | 0%
CC(C)(C)c1ccc(OCC(=O)NNC(=O)c2ccc(Br)cc2)cc1 | 0%
COc1cccc(NC(=O)CC2Sc3ccccc3NC2=O)c1 (stereo not given) | 11%
CCOC(=O)C1=CN(c2ccc(C)c(C)c2)C=C(C(=O)OCC)C1c1cccc(OC)c1 | 14%
COC(=O)c1cc(OC)c(OC)cc1NC(=S)Nc1ccccc1 | 19%
Cc1ccsc1-c1cc(C(=O)O)c2c(ccc3ccccc32)n1 | 10%
O=C(Nc1ccccc1F)c1ccc(Cl)c([N+](=O)[O-])c1 | 10%
CCOC(=O)C1CCN(C2=NC(=O)/C(=C\c3ccc(Cl)cc3)S2)CC1 | 15%
Cc1ccc(C(=O)N2CCC(C(N)=O)CC2)cc1 | 9%
COc1ccc(S(=O)(=O)N2CCN(Cc3ccccc3)CC2)cc1[N+](=O)[O-] | 13%
CCOc1cccc(=O)c2c(C)oc(C)c12 | 10%
Cn1c(NC(=O)C2CCCCC2)nc2ccccc21 | 7%
O=C(N/N=C/c1ccc(O)c(O)c1)NC12CC3CC(CC(C3)C1)C2 | 35%
Cc1nc2ccccn2c1-c1csc(Nc2ccc([N+](=O)[O-])cc2)n1 | 14%
Cc1c(NC(=O)c2cc3n(n2)C(C(F)(F)F)CC(c2ccc(Cl)c(Cl)c2)N3)c(=O)n(-c2ccccc2)n1C (stereo not given) | 0%
C1CCC(N2NC2C2NN2C2CCCCC2)CC1 (stereo not given) | 8%
CCOC(=O)c1ccc(NC(=S)NC(=O)Cc2ccccc2)cc1 | 19%
COC(=O)c1sc(NC(=O)C2CC3CCC2C3)c(C(N)=O)c1C (stereo not given) | 11%
CCc1ccccc1NC(=O)/C(C#N)=C/c1cn(CC(=O)Nc2ccccc2)c2ccccc12 | 7%
O=C(NCc1ccc2c(c1)OCO2)c1ccco1 | 7%
CCOc1cc(CN2CCN(c3ccc(OC)cc3)CC2)ccc1O | 0%
COc1ccc(OCC(=O)N2CCN(C(=O)c3ccccc3)CC2)cc1 | 13%
O=C(NNS(=O)(=O)c1ccc(F)cc1)c1ccc([N+](=O)[O-])cc1 | 3%
Further compounds.
SMILES | RNase H inhibition
CCOC(=O)C1=C(C)N=c2s/c(=C\c3ccc(O)cc3)c(=O)n2C1c1cccc(OC)c1 (stereo not given) | 21%
CN1C(=O)C(=Cc2ccc(OCc3ccc(Cl)cc3)cc2)C(=O)N(C)C1=S | 48%
Cc1ccc(/C=C(/C#N)c2nc(-c3ccc(Cl)cc3)cs2)s1 | 6%
COc1cc(NC(=O)c2ccc(OC)c([N+](=O)[O-])c2)c(OC)cc1Cl | 14%
COc1ccc(-c2nc3cc(NC(=O)C(C)C)ccc3o2)cc1OC | 7%
CCCCOc1ccc(/C=N\N(C)c2nc(-c3ccccc3)cc(-c3ccccc3)n2)cc1 | 23%
COc1cc(S(=O)(=O)N2CCN(Cc3ccccc3)CC2)c(OC)cc1Br | 5%
COc1cc(/C=C(\C#N)c2nn(-c3ccccc3)c(N)c2C#N)cc(Br)c1OCC#N | 23%
Cc1ccc(-c2nc3cc(Cl)ccc3o2)cc1NC(=O)c1ccc2ccccc2c1 | 24%
O=S(=O)(Nc1nc2ccccc2nc1-n1cnc2ccccc21)c1ccccc1 | 7%
Cc1cc(-c2ccccc2)nc(N/N=C/c2ccco2)n1 | 3%
O=C(N/C(=C/c1ccc(Br)cc1)c1nc2ccccc2[nH]1)c1ccccc1 | 14%
Cc1ccc(SCc2cc(=O)[nH]c(SCC(=O)Nc3cccc(C(F)(F)F)c3)n2)cc1 | 13%
O=C(c1ccc(Br)cc1)N1CCN(Cc2ccccc2)CC1 | 9%
Cc1cccc(OCCCCN2CCOCC2)c1C | 10%
CC(=O)C1=C(O)C(=O)N(c2ccccc2)C1c1ccccc1 (stereo not given) | 8%
N#Cc1nc(-c2ccccc2)cc(-c2ccccc2)n1 | 5%
C=CCN1C(=O)/C(=C\c2ccc(OCC(=O)O)c(OC)c2)C(=O)NC1=S | 2%
O=C1/C(=C/c2cccnc2)SC(=S)N1Cc1ccco1 | 15%
C=CCc1ccccc1OCCOc1ccc(Br)cc1/C=C1/SC(=S)N(C)C1=O | 30%
CC(C)(C)N(C=C(Cl)Cl)C(=O)NC1CCCCC1 | 6%
Cc1ccc(OCC(=O)N/N=C\c2ccc(-c3ccc(Cl)cc3)o2)cc1 | 13%
CCOc1ccc(NS(=O)(=O)c2ccc(C)cc2)c([N+](=O)[O-])c1 | 7%
CC(C)(C)P(=O)(CO)c1ccccc1 (stereo not given) | 9%
CC(=O)NC1=NN(C(C)=O)C(c2ccccc2F)S1 (stereo not given) | 0%

Arranged by molecular weight (falling): some entries from above
SMILES | RNase H inhibition
CCCOc1ccc(C2C(C(=O)OC(C)CC)=C(C)NC3=C2C(=O)CC(c2ccc(Cl)cc2)C3)cc1OC (stereo not given) | 17%
CCCCOC(=O)NC(Nc1ccc(S(=O)(=O)Nc2onc(C)c2C)cc1)(C(F)(F)F)C(F)(F)F | 9%
CCc1ccccc1NC(=O)/C(C#N)=C/c1cn(CC(=O)Nc2ccccc2)c2ccccc12 | 7%
COC(=O)c1sc(NC(=O)C2CC3CCC2C3)c(C(N)=O)c1C (stereo not given) | 11%
CCOc1cccc(=O)c2c(C)oc(C)c12 | 10%

More structures follow:
SMILES | RNase H inhibition
Fc1ccccc1CN1CCN(Cc2cccnc2)CC1 | 44%
CC1=C(C(=O)OCCC#N)C(c2cccc(Oc3ccccc3)c2)NC(=O)N1 (stereo not given) | 9%
CCOc1ccc(Br)cc1/C=N/n1cnnc1 | 15%
CCn1nnnc1-c1ccc(OC)c(S(=O)(=O)NCCc2ccccc2)c1 | 0%
O=C1C=C/C(=N\S(=O)(=O)c2ccc(Cl)cc2)C=C1Cl | 37%
CCOc1ccc2c(c1)-c1c(s[s+]c1SC)C(C)(C)N2 | 14%
CCOC(=O)c1ccc(-c2ccc(/C=C3/C(=N)N4N=C(c5ccccc5)SC4=NC3=O)o2)cc1 | 22%
CN(C)c1cccc(NC(=O)CCc2ccccc2)c1 | 10%
Cc1ccc(NC(=O)c2ccco2)c(C)c1 | 11%
CC1=C(C(=O)Nc2ccc(Br)cc2)C(c2ccc(Br)cc2)NC(=O)N1 (stereo not given) | 2%
CCCN1C(=O)c2ccccc2NC1c1ccc2c(c1)OCO2 (stereo not given) | 1%
O=C(/C=C/c1ccc(-c2ccc(Cl)cc2Cl)o1)c1ccc(F)cc1 | 27%
COc1ccc(C(=O)Nc2ccc3c4c(cccc24)CC3)cc1Br | 5%
CCOC(=O)C(NC(C)=O)C(O)c1ccccc1[N+](=O)[O-] (stereo not given) | 3%
COc1ccc(/C=C(C(=O)O)/C(C)=C/C(=O)O)c(OC)c1 | 7%
COc1cc(NC(=O)COc2ccc(Br)cc2)ccc1NC(=O)c1ccco1 | 7%
COC(=O)c1ccc(-n2c(C)cc(C=C3C(=O)N(C)C(=S)N(C)C3=O)c2C)c(C)c1 | 19%
CCOc1ccc(-c2nc(-c3ccc([N+](=O)[O-])cc3)cc(=O)o2)cc1 | 12%
COCCOC(=O)C1=C(C)NC2=C(C(=O)CC(C)(C)C2)C1c1ccccc1[N+](=O)[O-] (stereo not given) | 9%
CCOC(=O)c1c(NC(=O)CNCc2ccccc2)sc2c1CCCCC2 | 29%
Cc1cc(C)nc(SCC(=O)Nc2nncs2)n1 | 0%
O=C(Cn1cnc([N+](=O)[O-])n1)Nc1ccc(Br)cc1 | 9%
COc1ccc(C)cc1NC(=O)C(=O)NCc1cccnc1 | 40%
CC(C)C(=O)NC(c1ccc([N+](=O)[O-])cc1)c1ccc2cccnc2c1O (stereo not given) | 11%
Cc1cc(OCCOc2ccc(C=C3C(=O)NC(=O)NC3=O)cc2)ccc1Cl | 43%
COc1ccc(C(=O)Nc2ccc(C)c(Cl)c2)cc1OC | 1%
